AHR act = AHR activators, primary screen, cell-based, luminescence, luciferase reporter, human; AHR-responsive luciferase reporter cells; activation, % at 5 µM; Aryl hydrocarbon receptor (Homo sapiens), P35869; actives 2.5% (n = 320,000); in the data active = activation above about 47%;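 also: 0% = vehicle wells and 100% = reference agonist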
procasp3 activ = activators of human procaspase-3 D3A mutant, primary screen, biochemical, absorbance, PC-3 D3A mutant, single concentration; Caspase-3 (Homo sapiens), P42574; recombinant procaspase-3 D3A, Ac-DEVD-pNA absorbance 405 nm; activation, % at 8.5 µM; actives 0.11% (n = 330,000);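 active = activation above the mean of all tested compounds plus 3 SD, cut at about 21% in these data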;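 also: 0% = DMSO alone and 100% = DMSO wells spiked with extra 5 µM PC-3 D3A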
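Assay system – Procaspase-3 D3A mutant · Benchmarks – DMSO low control, extra-enzyme high control · Technique – 405 nm absorbance of p-nitroaniline, reads at 0 and 120 min · Doses – 8.5 µM nominal · Measure – % activation between DMSO and enzyme-spiked controls · Also added – Ac-DEVD-pNA chromogenic peptide substrate · Schedule – 1 h compound preincubation, 2 h substrate hydrolysis at 25 °C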
PP5 inh = PP5 phosphatase inhibitors, primary screen, biochemical, fluorescence. purified PP5c, OMFP substrate fluorescence. inhibition, % at 6.7 µM. actives 0.18% (n = 320,000). AID 1987, 2009;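 active = inhibition above the campaign's mean inhibition across all tested compounds plus 3 SD, cut at about 9.5% in these data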;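 also: 0% = DMSO only and 100% = 100 µM cantharidin control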
Target sequence (P53041 whole entry, looked up): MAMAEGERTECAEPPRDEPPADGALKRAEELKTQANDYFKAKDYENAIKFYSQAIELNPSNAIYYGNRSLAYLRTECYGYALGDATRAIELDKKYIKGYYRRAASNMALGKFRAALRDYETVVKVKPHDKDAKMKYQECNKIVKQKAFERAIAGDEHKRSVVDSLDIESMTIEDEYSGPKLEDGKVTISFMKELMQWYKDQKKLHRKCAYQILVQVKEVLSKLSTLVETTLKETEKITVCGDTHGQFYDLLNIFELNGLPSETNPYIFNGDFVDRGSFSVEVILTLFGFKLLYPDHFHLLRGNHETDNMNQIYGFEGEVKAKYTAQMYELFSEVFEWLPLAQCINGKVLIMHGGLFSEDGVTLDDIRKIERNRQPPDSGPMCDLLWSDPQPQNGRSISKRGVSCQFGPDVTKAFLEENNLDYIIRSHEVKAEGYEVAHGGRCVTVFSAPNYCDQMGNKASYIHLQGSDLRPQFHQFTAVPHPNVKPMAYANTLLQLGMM
Fh CTSL1 inh = Fasciola hepatica cathepsin L1 inhibitors, primary screen, counter-screen for PFM18AAP inhibitor project, biochemical, QFRET, fluorogenic peptide substrate; recombinant F. hepatica cathepsin L1, Z-Leu-Arg-MCA fluorescence; inhibition, % at 5.96 µM; actives 0.49% (n = 300,000); AID 1906, 2009;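 active = inhibition above the mean of all tested compounds plus 3 SD, set per screening campaign, cut at about 17% in these data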;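 also: 0% = plate median of test compound wells and 100% = 1 µM Z-Phe-Ala-diazomethylketone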
PAFAH2 inh = PAFAH2 enzyme inhibitors, primary screen, biochemical, fluorescence polarization, human; recombinant PAFAH2, FP-rhodamine activity probe; inhibition, % at 3.39 µM; actives 0.99% (n = 340,000); AID 492956, 2010;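 active = inhibition above the mean over all tested compounds plus 3 SD, cut at about 30% in these data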;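 also: inhibitors block probe labeling of enzyme so polarization drops; 0% = enzyme with DMSO and 100% = wells lacking PAFAH2 protein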
PP1 inh = PP1-alpha phosphatase inhibitors, primary screen, counter-screen for PP5 inhibitor project, biochemical, fluorescence, OMFP substrate, single point; purified PP1alpha; inhibition, % at 6.7 µM; actives 0.9% (n = 320,000); AID 2235, 2010;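 active = inhibition above the mean inhibition of all tested compounds plus 3 SD, computed separately for each screening campaign, cut at about 15% in these data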
Target sequence (P62136 whole entry, looked up): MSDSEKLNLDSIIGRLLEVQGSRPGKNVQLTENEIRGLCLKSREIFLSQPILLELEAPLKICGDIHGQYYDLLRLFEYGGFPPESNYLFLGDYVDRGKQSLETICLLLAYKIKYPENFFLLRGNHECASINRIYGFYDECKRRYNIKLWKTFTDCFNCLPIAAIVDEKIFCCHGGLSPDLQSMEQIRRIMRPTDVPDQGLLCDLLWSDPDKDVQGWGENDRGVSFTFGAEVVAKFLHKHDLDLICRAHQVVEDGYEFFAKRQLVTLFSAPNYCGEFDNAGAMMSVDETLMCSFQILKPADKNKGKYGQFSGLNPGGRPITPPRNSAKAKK
TPT1 inhibitor = Candida albicans TPT1 enzyme inhibitors, primary screen, biochemical, fluorescence polarization | recombinant caTPT1, FP RNA substrate dephosphorylation | inhibition, % at 5 µM | actives 0.81% (n = 300,000) | AID 1962, 2009;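 active = inhibition above the mean of all tested compounds plus 3 SD, set per screening campaign, cut at about 24% in these data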;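 also: plate controls were DMSO alone for no effect and ferristatin control at 100 nM for full effect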
HCV core dimer = inhibitors of HCV core protein dimerization, primary screen, biochemical, TR-FRET, high-throughput. actives 0.33% (n = 300,000). TR-FRET GST/Flag-core106 dimerization, 1536-well. inhibition, % at 5 µM;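 active = inhibition above the mean of all tested compounds plus 3 SD, set per screening campaign, cut at about 45% in these data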
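test system = GST/Flag-tagged HCV core106 proteins | probe or stimulus = Eu donor and XL665 acceptor anti-tag antibodies | times = compound-protein-antibody incubation 4 h at 22.5 °C | signal = TR-FRET, excitation 340 nm, emission 617 and 671 nm | measure = percent inhibition of core106 dimerization signal | controls = wells lacking GST-core106 and wells with excess unlabelled core106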
proCasp7 act = procaspase-7 activators, primary screen, counter-screen for procaspase-3 activator project, biochemical, absorbance, HTS, human | Caspase-7 (Homo sapiens), P55210 | recombinant procaspase-7, Ac-DEVD-pNA absorbance 405 nm; D23A/D198A/D206A triple mutant, cannot self-cleave; scale: DMSO 0, 5 µM enzyme 100 | activation, % at 8.5 µM | AID 463210, 2010 | actives 0.093% (n = 330,000);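 active = percent activation above the screen-wide mean plus 3 SD, cut at about 25% in these data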
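signal = Epi-absorbance of released pNA at 405 nm, two timepoints | assay system = Uncleavable procaspase-7 mutant enzyme | reagent = Ac-DEVD-pNA substrate, 400 µM as added | times = 1 h enzyme–compound preincubation and 2 h substrate reaction, both 25 °C | benchmarks = low DMSO alone, high DMSO plus 5 µM PC-7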
* = called active by the depositor. Outcome played no part in choosing rows; overall some 5.6% were active at least once.

Screening Cc1ccccc1CN1C(=O)[C@H]2Cc3c([nH]c4ccccc34)C(C)(C)N2C1=O returned AHR act 6, procasp3 activ -10, PP5 inh 7.0, Fh CTSL1 inh 0, PAFAH2 inh -1, PP1 inh -2, TPT1 inhibitor -1, HCV core dimer -8 and proCasp7 act 10.
`O=C(CCc1ccccc1)NNC(=O)CCc1ccccc1` gave AHR act 1, procasp3 activ -1, PP5 inh -0.5, Fh CTSL1 inh -2, PAFAH2 inh 4, PP1 inh 1, TPT1 inhibitor -3, HCV core dimer -2 and proCasp7 act 4.
COC(=O)c1ccc(NCCc2csc(-c3ccc(C)cc3)n2)c([N+](=O)[O-])c1 was read as AHR act 1, procasp3 activ -1, PP5 inh -1.2, Fh CTSL1 inh -1, PAFAH2 inh -10, PP1 inh -2, TPT1 inhibitor -2, HCV core dimer 0 and proCasp7 act 9.
O=C(CCS(=O)(=O)c1cccc2nonc12)NCc1ccc(Cl)cc1 was read as AHR act 3, procasp3 activ 12, PP5 inh 0.4, Fh CTSL1 inh -4, PAFAH2 inh 6, PP1 inh -1, TPT1 inhibitor -1, HCV core dimer -4 and proCasp7 act 4.
`Cc1ccc(S(=O)(=O)Cn2nnnc2C(c2ccc(F)cc2)N2CCCCC2)cc1` (configuration not stated) gave AHR act 2, procasp3 activ -9, PP5 inh 3.0, Fh CTSL1 inh 0, PAFAH2 inh -4, PP1 inh 3, TPT1 inhibitor -3, HCV core dimer 2 and proCasp7 act -11.
`Cc1cc(N/C=C\c2nnnn2-c2ccc(F)cc2)no1` gave AHR act -1, procasp3 activ -2, PP5 inh -3.0, Fh CTSL1 inh 0, PAFAH2 inh -5, PP1 inh 6, TPT1 inhibitor 1, HCV core dimer 2 and proCasp7 act 8.
`CCN(C(=O)COC(=O)C1CC1)c1c(N)n(Cc2ccccc2)c(=O)[nH]c1=O` gave AHR act 0, procasp3 activ -5, PP5 inh -1.2, PAFAH2 inh 0, PP1 inh -2 and proCasp7 act -3.
`COc1ccc(NC(C)=O)cc1C#N` gave AHR act 4, procasp3 activ 0, PP5 inh 0.1, Fh CTSL1 inh 1, PAFAH2 inh 1, PP1 inh -4, TPT1 inhibitor -2, HCV core dimer 1 and proCasp7 act 5.
For COc1cccc(CNc2ccc(C(=O)O)cc2)c1OCc1ccccc1 the results were AHR act 0, procasp3 activ -2, PP5 inh 1.5, Fh CTSL1 inh 0, PAFAH2 inh 6, PP1 inh 1, TPT1 inhibitor -1, HCV core dimer 4 and proCasp7 act 3.
Screening COc1cccc(OC)c1OCCCCN1CCCC1 returned AHR act 0, procasp3 activ 0, PP5 inh 3.0, Fh CTSL1 inh -2, PAFAH2 inh -4, PP1 inh -2, TPT1 inhibitor 2, HCV core dimer 1 and proCasp7 act -4.
`Cc1[nH]c2ccc(-c3n[nH]c(=S)n3C)cc2c1C` gave AHR act -3, procasp3 activ -21, PP5 inh -0.6, Fh CTSL1 inh 2, PAFAH2 inh -1, PP1 inh 0, TPT1 inhibitor -4, HCV core dimer -9 and proCasp7 act -6.
For O=C(COC(=O)CCSc1ccccc1)Nc1ccccc1Br the results were AHR act 2, procasp3 activ 5, PAFAH2 inh 9 and proCasp7 act -10.

Two entries drawn at random from the list so far, as already listed:
`O=C(CCc1ccccc1)NNC(=O)CCc1ccccc1` gave AHR act 1, procasp3 activ -1, PP5 inh -0.5, Fh CTSL1 inh -2, PAFAH2 inh 4, PP1 inh 1, TPT1 inhibitor -3, HCV core dimer -2 and proCasp7 act 4.
O=C(CCS(=O)(=O)c1cccc2nonc12)NCc1ccc(Cl)cc1 was read as AHR act 3, procasp3 activ 12, PP5 inh 0.4, Fh CTSL1 inh -4, PAFAH2 inh 6, PP1 inh -1, TPT1 inhibitor -1, HCV core dimer -4 and proCasp7 act 4.

Continued:
For CCN(CC)S(=O)(=O)c1cc(NC(=O)CCNC(=O)c2ccccc2Cl)ccc1C the results were AHR act 1, procasp3 activ -5, PP5 inh -2.0, Fh CTSL1 inh -3, PAFAH2 inh 2, PP1 inh -4, TPT1 inhibitor -3, HCV core dimer 1 and proCasp7 act 0.
For O=C(N/N=C/c1ccc(N2CCOCC2)o1)c1ccccc1[N+](=O)[O-] the results were AHR act -1, procasp3 activ -4, PP5 inh 2.5, Fh CTSL1 inh 2, PAFAH2 inh -7, PP1 inh 2, TPT1 inhibitor -2, HCV core dimer -9 and proCasp7 act 1.
For O=S(=O)(NCC(c1cccnc1)N1CCN(c2ccc(F)cc2)CC1)c1ccccc1 (configuration not stated) the results were AHR act -1, procasp3 activ 2, PP5 inh -1.0, Fh CTSL1 inh -1, PAFAH2 inh 5, PP1 inh -3, TPT1 inhibitor -2, HCV core dimer 6 and proCasp7 act 3.
For Cc1ccc(NC(=O)C2C3C=CC(O3)C2C(=O)O)cc1C (configuration not stated) the results were AHR act 8, procasp3 activ -7, PP5 inh 23*, Fh CTSL1 inh 9, PAFAH2 inh 0, PP1 inh 2, TPT1 inhibitor -3, HCV core dimer -5 and proCasp7 act -8.
O=C(CSc1ncnc2nc[nH]c12)c1ccc([N+](=O)[O-])cc1 was read as AHR act -1, procasp3 activ -15, PP5 inh 1.4, Fh CTSL1 inh -1, PAFAH2 inh 1, PP1 inh -3, TPT1 inhibitor -1, HCV core dimer 1 and proCasp7 act -11.
`CC(O)Cc1nsc(NC(=O)c2ccc(Br)o2)n1` (configuration not stated) gave AHR act 12, procasp3 activ 0, PP5 inh 0.5, Fh CTSL1 inh 2, PAFAH2 inh -3, PP1 inh 3, TPT1 inhibitor -2, HCV core dimer -6 and proCasp7 act -4.
Cc1ccc(-c2nn(-c3ccccc3)cc2C(=O)OCC(=O)Nc2ncc(Cl)cc2Cl)cc1 was read as AHR act 27, procasp3 activ 7, PP5 inh 0.3, Fh CTSL1 inh 1, PAFAH2 inh -2, PP1 inh 11, TPT1 inhibitor 3, HCV core dimer -26 and proCasp7 act 13.
For Cc1cc(OC(C)C(=O)N2CCN(c3ccccc3)CC2)c2c(C)c(C)c(=O)oc2c1 (configuration not stated) the results were AHR act -2, procasp3 activ -3, PP5 inh 0.0, Fh CTSL1 inh -5, PAFAH2 inh 2, PP1 inh -2, TPT1 inhibitor 29*, HCV core dimer 4 and proCasp7 act 2.
`CC12CCC(C(=O)NNC(=O)c3ccccc3)(OC1=O)C2(C)C` (configuration not stated) gave AHR act 12, procasp3 activ 6, PP5 inh 1.7, Fh CTSL1 inh 1, PAFAH2 inh -1, PP1 inh -6, TPT1 inhibitor -4, HCV core dimer -2 and proCasp7 act 9.
`c1ccc(Oc2cccc(CN3CCCCC3)c2)cc1` gave AHR act 0, procasp3 activ 3, PP5 inh -1.1, Fh CTSL1 inh 1, PAFAH2 inh 0, PP1 inh -1, TPT1 inhibitor -1, HCV core dimer 0 and proCasp7 act 2.
O=C(O)C1CCN(C(=O)CSc2nc3ccccc3c(=O)n2Cc2ccccc2)CC1 was read as AHR act 0, procasp3 activ 12, PP5 inh -0.4, Fh CTSL1 inh -2, PAFAH2 inh -7, PP1 inh 0, TPT1 inhibitor 0, HCV core dimer -1 and proCasp7 act 6.
Screening Cc1cccc(C)c1OCc1cc(C(=O)NCC2CC2)no1 returned AHR act -10, procasp3 activ 11, PP5 inh 0.5, Fh CTSL1 inh 3, PAFAH2 inh -2, PP1 inh 1, TPT1 inhibitor 2, HCV core dimer 15 and proCasp7 act 9.
Screening COC(=O)c1ccccc1NC(=O)CCCn1nc(C)c2c(C)n(-c3ccccc3)nc2c1=O returned AHR act 1, procasp3 activ 6, PP5 inh -1.1, Fh CTSL1 inh -4, PAFAH2 inh -16, PP1 inh 0, TPT1 inhibitor -1, HCV core dimer 1 and proCasp7 act 7.
For COc1ccccc1C(=O)Nc1nc2cc3c(cc2s1)OCO3 the results were AHR act 44, procasp3 activ 0, PP5 inh -0.7, Fh CTSL1 inh -12, PAFAH2 inh 1, PP1 inh 12, TPT1 inhibitor 2, HCV core dimer 15 and proCasp7 act 0.
`CCOC(=O)C1C2C=CC3(CN(Cc4cccs4)C(=O)C13)O2` (configuration not stated) gave AHR act 3, procasp3 activ 5, PP5 inh 1.2, Fh CTSL1 inh 0, PAFAH2 inh -6, PP1 inh -4, TPT1 inhibitor -4, HCV core dimer 0 and proCasp7 act 4.
For COc1ccc(C2=Nc3ccccc3OC2)cc1 the results were AHR act 14, procasp3 activ -10, PP5 inh -2.3, Fh CTSL1 inh -1, PAFAH2 inh -4, PP1 inh -3, TPT1 inhibitor -2, HCV core dimer -1 and proCasp7 act -3.
`CC(C)(C)OC(=O)NCC12C=CC(O1)C1C(=O)N(Cc3ccccc3)C(=O)C12` (configuration not stated) gave AHR act 3, procasp3 activ -20, PP5 inh 0.7, Fh CTSL1 inh -8, PAFAH2 inh -12, PP1 inh 0, TPT1 inhibitor -4, HCV core dimer -1 and proCasp7 act -29.
Screening COc1ccc(CC(=O)NNc2ncnc3c2cnn3-c2ccc(C)cc2)cc1OC returned AHR act 12, procasp3 activ 6, PP5 inh 1.3, Fh CTSL1 inh -1, PAFAH2 inh 2, PP1 inh 1, TPT1 inhibitor -3, HCV core dimer -8 and proCasp7 act 4.
Screening CC(C)CC(=O)NC(=S)Nc1cccc(NC(=O)c2ccccc2)c1 returned AHR act 5, procasp3 activ 3, PP5 inh 6.9, Fh CTSL1 inh 6, PAFAH2 inh 0, PP1 inh 10, TPT1 inhibitor -3, HCV core dimer -1 and proCasp7 act 5.
`COC(=O)c1cccc(C23CC4(C2)[C@H](CN(Cc2ccc(-c5ccccc5)cc2)[C@@H]4c2ccccc2)C3c2ccc(Cl)nc2)c1` (some centres not stated) gave AHR act 1, procasp3 activ 1, PP5 inh -5.6, Fh CTSL1 inh 1, PAFAH2 inh -1, PP1 inh 0, TPT1 inhibitor -4, HCV core dimer -7 and proCasp7 act 6.
For COc1cc(C(=O)NC2CCCc3c2cnn3-c2ccccc2F)cc(OC)c1OC (configuration not stated) the results were AHR act 2, procasp3 activ 10, PP5 inh 0.5, Fh CTSL1 inh -1, PAFAH2 inh -3, PP1 inh 3, TPT1 inhibitor -3, HCV core dimer 1 and proCasp7 act 6.
